PNC assembly inh: perinucleolar compartment assembly inhibition; PC3M PTB-GFP, PNC prevalence imaging, 16 h; stronger effect = lower value; activity change (PNC), negative = inhibition, % at 10 µM; 3.1% of 140,000 active;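 active means readout at or below -70, meaning at least 70% loss of cells showing the perinucleolar compartment, a nuclear body marking cancer cells; inconclusive means readout between -30 and a set limit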;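 further: plate controls were DMSO wells for no effect and camptothecin positive control wells for full effect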
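PC3M cells stably expressing PTB-GFP, 750–1000 cells/well, treated 16 h at 37 °C with compound (23 nl of library stock), in duplicate. After paraformaldehyde fixation and Hoechst stain, imaged at 20x; PNC prevalence scored by image analysis.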
ALOX15B inhib: blocks human 15-lipoxygenase 2 activity | Potency, µM (highest dose often 57.1 µM), for inactives: top-dose activity change, negative = inhibition, actives largely listed as inhibitors | O15296 | AID 881 | purified 15hLO-2, xylenol orange hydroperoxide absorbance | 0.56% of 110,000 active; further: potency means the concentration at half of the fitted maximal effect; nearly all actives have a fitted effect of over 60% in size; many of its hits are not listed in these tables
Target sequence (O15296 whole entry, looked up): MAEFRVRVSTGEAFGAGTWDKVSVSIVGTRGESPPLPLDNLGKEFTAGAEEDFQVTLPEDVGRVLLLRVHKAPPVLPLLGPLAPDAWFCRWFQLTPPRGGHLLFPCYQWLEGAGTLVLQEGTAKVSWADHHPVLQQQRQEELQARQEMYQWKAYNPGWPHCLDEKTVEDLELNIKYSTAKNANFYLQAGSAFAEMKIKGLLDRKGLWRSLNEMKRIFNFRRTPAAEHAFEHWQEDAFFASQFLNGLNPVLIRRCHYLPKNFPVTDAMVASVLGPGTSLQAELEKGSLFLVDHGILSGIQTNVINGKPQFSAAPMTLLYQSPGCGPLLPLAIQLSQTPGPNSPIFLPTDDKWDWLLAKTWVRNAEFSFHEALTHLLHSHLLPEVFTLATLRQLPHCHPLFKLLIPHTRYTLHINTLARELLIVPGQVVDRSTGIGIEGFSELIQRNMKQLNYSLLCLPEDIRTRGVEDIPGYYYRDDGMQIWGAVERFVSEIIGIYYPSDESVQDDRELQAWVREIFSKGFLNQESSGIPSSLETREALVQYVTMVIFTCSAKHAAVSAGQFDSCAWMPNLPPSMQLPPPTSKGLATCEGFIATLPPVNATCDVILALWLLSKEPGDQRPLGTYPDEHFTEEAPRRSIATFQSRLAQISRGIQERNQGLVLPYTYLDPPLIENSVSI
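Read-out: hydroperoxide product oxidises ferrous iron, measured as xylenol orange complex via the 573-to-405 nm absorbance ratio after 30 min. Reaction: 50 nM enzyme, 15 min compound preincubation, 45 uM arachidonic acid, 90 min RT, Hepes pH 7.5 with Triton X-100.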
ALOX12 inhib: inhibitors of human 12-lipoxygenase (ALOX12); AID 1452; 0.12% of 150,000 active; purified 12-hLO, xylenol orange hydroperoxide absorbance; Potency, µM (titrated, usually from 57.1 µM), without a hit: at the top dose activity change, negative = inhibition, usual class: inhibitors; further: potency means the concentration at half of the fitted maximal effect; nearly all actives have a fitted effect of over 55% in size; many of its hits are not listed in these tables
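Purified human 12hLO (150 nM final) was preincubated with compounds for 15 min at room temperature in 25 mM Hepes pH 7.0, 0.01% Triton X-100, then reacted with 40 uM arachidonic acid for 30 min. Hydroperoxide was detected with ferrous iron/xylenol orange.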
IMPase inh: cell-permeable inhibitors of inositol monophosphatase (IMPase) | inhibition (IP1 accumulation), % at 46.1 µM | P97697 | 120,000 tested, under 10 active | CHO-M1 cells, IP1 accumulation, HTRF TR-FRET ratio; active means well fitted curve in the direction sought with a large enough effect in the signal ratio, not every such curve was filed as active; inconclusive means small, poorly fitted or top-dose-only effect, or a change in a side signal; inactive means no such curve, though single readings can be large or run the other way; the % refers to the signal ratio;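 further: cells stimulated with carbachol in lithium chloride buffer; plate controls were DMSO basal wells for no effect and reference inhibitor wells for full effect; higher means more IMPase inhibition seen as more IP1 and lower FRET ratio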
Target sequence (P97697 whole entry, looked up): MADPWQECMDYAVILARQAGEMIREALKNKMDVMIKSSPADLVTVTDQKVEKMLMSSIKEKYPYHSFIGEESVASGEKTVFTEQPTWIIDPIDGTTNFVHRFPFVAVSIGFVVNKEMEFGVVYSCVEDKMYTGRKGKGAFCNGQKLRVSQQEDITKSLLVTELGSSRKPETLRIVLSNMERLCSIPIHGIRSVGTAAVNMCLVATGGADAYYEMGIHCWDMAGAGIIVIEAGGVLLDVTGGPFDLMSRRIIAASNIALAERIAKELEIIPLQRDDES
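CHO-M1, 2000 cells/well, cultured 16–30 h; cpd up to 46 uM; carbachol (50 uM solution, stimulation buffer w/ 50 mM LiCl, pH 7.4), 30 min 37C; IP-One TR-FRET, 10 min RT; Ex 320/Em 665, 620; Hill-fit AC50.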
Numbers without * were called inactive; u = inconclusive; x = not tested or not shown; [ ] = remark or other dose. Unless noted, the call rests on the fitted dose curve; in most records, active means well fitted curve in the direction sought with a large enough effect; inconclusive means small, poorly fitted or top-dose-only effect, or another doubt; inactive means no such curve, though single readings can be large; an effect the other way counts as inactive or inconclusive. Unless noted, on the % scale 0 is the no-effect control and ±100 the full control effect. Not all compounds are listed; the hit share may differ from the screen's.

nr | Structure | IMPase inh | ALOX12 inhib | PNC assembly inh | ALOX15B inhib
1 | CCCCNC(=O)NC1(C(F)(F)F)Oc2ccccc2O1 | -9 | -4% | -12 | -6%
2 | CCOC(=O)c1ccc(-n2ccnc2)c(NC(=O)c2cccc(Br)c2)c1 | 6 | 5% | -26 | x
3 | Cc1cccc(Cn2c(CN3CCN(Cc4ccccc4)CC3)nc3c2c(=O)[nH]c(=O)n3C)c1 | 16 | -9% | 37 | 6%
4 | COc1cc(NC(=O)C2CCCCC2)c(OC)cc1NC(=O)c1ccco1 | 3 | -6% | 38 | -1%
5 | Cc1cccc2cc(COC(=O)C3CCCCC3)c(=O)[nH]c12 | -5 | -2% | 13 | -3%
6 | O=C(O)/C=C\c1ccc(O)c(O)c1 | 8[20.6 µM] | 4%[25.6 µM] | x | -3%[25.6 µM]
7 | CCOc1ccccc1OCCNC1CCCC1 | x | -1% | 21 | x
8 | COc1cccc(C2(O)CCN(C(=O)c3cccs3)CC2)c1 | 1 | -1% | 4 | 3%
9 | Cc1ccc(C(O)P(=O)(OC2CCCCC2)OC2CCCCC2)cc1 (stereo not given) | -3 | 11% | 35 | -8%
10 | c1ccc(-c2nnc(OCCN3CCOCC3)c3ccccc23)cc1 | -2 | 2% | -6 | 5%
11 | O=C(NNC(=O)C1CCCO1)c1ccc(Br)cc1 (stereo not given) | x | -2% | -23 | x
12 | CCN(CC)S(=O)(=O)c1ccc(-c2nnc(SCC(=O)Nc3ccc(OC)c(OC)c3)o2)cc1 | 2 | 5% | u | 14%
13 | O=C(Nn1cnnc1)c1cc2c(s1)CCCCC2 | 9 | -2% | 40 | -1%
14 | CC(C)(C)c1ccc(C(=O)Nc2ccc(C=C(C#N)C#N)cc2)cc1 | x | -5% | -134* | x
15 | COC(=O)c1ccc(C(=O)OC)c(NC(=O)COC(=O)C23CC4CC(CC(O)(C4)C2)C3)c1 | 6 | 2% | -29 | -3%
16 | CNc1ncnc2ccc(-c3cccc(NS(C)(=O)=O)c3)cc12 | x | 2% | x | 15%
17 | CC(=O)c1c(O)cc(O)cc1O | x | -2% | x | 2%
18 | O=C(N/N=C/c1c(Cl)cccc1Cl)c1ccccc1F | x | 2% | -84* | x
19 | Cc1cc(NC(=O)c2cccs2)n(-c2ccccc2)n1 | -6 | -8% | 6 | 14%
20 | OCCNCc1cc(Br)ccc1OCc1ccccc1Cl | 7 | -4% | -14 | x
21 | COc1ccc(C(=O)NC(CO)c2nnc(SCc3ccc(Cl)c(Cl)c3)n2C)cc1 (stereo not given) | -3 | 2% | 28 | 1%
22 | Cc1ccc(NC2OC(C(O)CO)C(O)C2O)cc1[N+](=O)[O-] (stereo not given) | 1 | 2% | -29 | -2%
23 | COc1ccccc1-c1nnc(SCC(=O)N2CC(C)CC(C)C2)o1 (stereo not given) | 14 | -7% | -21 | 1%
24 | COc1ccc(C(=O)CN2C(=O)C(C)(C)Oc3ccc(C(=O)N4CCCCCC4)cc32)cc1 | 9 | -6% | -25 | 2%
25 | CNC(=O)c1cc2c(cn1)[nH]c1ccccc12 | -6 | -1% | x | 15%

Among those listed so far, these contain a thiophene ring, fused or not.
nr | Structure | IMPase inh | ALOX12 inhib | PNC assembly inh | ALOX15B inhib
8 | COc1cccc(C2(O)CCN(C(=O)c3cccs3)CC2)c1 | 1 | -1% | 4 | 3%
13 | O=C(Nn1cnnc1)c1cc2c(s1)CCCCC2 | 9 | -2% | 40 | -1%
19 | Cc1cc(NC(=O)c2cccs2)n(-c2ccccc2)n1 | -6 | -8% | 6 | 14%

Going on with the list:
nr | Structure | IMPase inh | ALOX12 inhib | PNC assembly inh | ALOX15B inhib
26 | COC(=O)c1ccc(COc2ccc(-c3nnn(CC(=O)NC(C)(C)C)n3)cc2)cc1 | x | 3% | 19 | x
27 | COc1cccc(NC(=O)COC(=O)COc2ccccc2[N+](=O)[O-])c1 | x | 0% | 18 | x
28 | O=C(c1ccccc1Oc1ccccc1)N1CCN(c2ccccc2)CC1 | -1 | -2% | 20 | -21%
29 | CCOC(=O)c1cc(NC(=O)c2cnccn2)cc(C(=O)OCC)c1 | 12 | 0% | 41 | -3%
30 | COc1ccc(Oc2nnc(-c3ccccc3)cc2C#N)cc1 | 0 | -5% | u | 5%
31 | O=C1CC(N2CCN(C/C=C/c3ccccc3)CC2)C(=O)N1Cc1cccs1 (stereo not given) | 11 | 6% | -13 | 7%[2.29 µM]
32 | CCN(C(=O)c1cc(Cl)ccc1OC)c1ccccc1 | -7 | -3% | 27 | -1%
33 | CCOc1ccc(N(CC(=O)Nc2cccc(OC)c2)S(=O)(=O)c2c(C)noc2C)cc1 | u | -7% | u | -6%
34 | COC(=O)c1ccc(OCc2cc(=O)n3ccsc3n2)cc1 | u | 5% | u | x
35 | O=C(c1ccco1)N1CCN(c2nc(-c3ccc(F)cc3)cs2)CC1 | 4 | -9% | 14 | 4%
36 | Cc1ccc(/C=N/NC(=O)Cn2nc(C)c(Br)c2C)o1 | -2 | 3% | 4 | -9%
37 | COc1ccccc1C(OC(=O)c1ccco1)C(=O)NC(C)(C)C (stereo not given) | -1 | -7% | -10 | 5%
38 | CC1CCCCC1NC(=O)CSc1nnc(COc2ccccc2Cl)o1 (stereo not given) | 6 | -5% | 39 | 5%
39 | COc1ccc(N2CCN(CCCNC(=O)CN3CCN(Cc4ccccc4C)C3=O)CC2)cc1 | u | 8% | u | 30%[activator]
40 | CCCCNC(=O)NNC(=O)c1ccoc1C | u | -2% | u | 15%
41 | CCNC(=O)CN(CCc1ccccc1)S(=O)(=O)c1ccc(OC)cc1 | 3 | -1% | -6 | 2%
42 | CCOC(=O)CCCSc1nc2sc3c(c2c(=O)[nH]1)CCC3 | -7 | 2% | -7 | 0%
43 | Cc1ccn(C(=O)c2ccc(NC(=O)C3CCCCC3)cc2)n1 | 1 | -2% | u | -2%
44 | Cc1ccc(N2C(=O)C3C4C=CC(CNC(=S)Nc5ccc(F)cc5)(O4)C3C2=O)cc1 (stereo not given) | x | -6% | -80* | x
45 | COc1c(Cl)cnn(-c2ccccc2)c1=O | 2 | 3% | u | x
46 | CCN(C(=O)Cc1cccs1)c1nnc(-c2cc(OC)c(OC)c(OC)c2)s1 | -1 | -9% | -12 | -7%
47 | CSc1nc(N)nc(-c2cccs2)c1C#N | -9 | -1% | 75 | -4%
48 | Cc1ccc(F)cc1NCC(=O)Nc1ccc(Cl)cc1F | -1 | -4% | 36 | x
49 | COc1ccc(NC(=O)Cn2c(=O)n(CC(=O)NCc3ccco3)c(=O)c3ccccc32)cc1 | 5 | 2% | -22 | -12%
50 | O=C(CSc1nc2ccccc2[nH]1)N1CCCCC1 | -3 | 3% | 4 | -3%

3 compounds from above, limited to IMPase inh:
no. | Structure | IMPase inh
39 | COc1ccc(N2CCN(CCCNC(=O)CN3CCN(Cc4ccccc4C)C3=O)CC2)cc1 | u
40 | CCCCNC(=O)NNC(=O)c1ccoc1C | u
41 | CCNC(=O)CN(CCc1ccccc1)S(=O)(=O)c1ccc(OC)cc1 | 3

Continued.
nr | Structure | IMPase inh | ALOX12 inhib | PNC assembly inh | ALOX15B inhib
51 | Cc1ccc(N(Cc2ccco2)C(=O)c2cccc(S(=O)(=O)N(C)C)c2)cc1 | 13 | -2% | 32 | -3%
52 | O=c1[nH]cnc2c1sc1nc3c(c(-c4ccc(Cl)cc4)c12)CCC3 | -9 | -8% | 58 | 2%
53 | O=C(CSCc1ccc(Cl)c(Cl)c1)Nc1c[nH]c(=O)[nH]c1=O | x | -2% | 15 | x
54 | Cc1ccccc1OCC(O)CN1CCN(CCN2C(=O)c3cccc4cccc(c34)C2=O)CC1 (stereo not given) | 2 | 0% | -7 | x
55 | Cc1c(CCC(=O)O)c(=O)oc2cc3occ(-c4ccc(F)cc4)c3cc12 | u | -13% | u | -19%
56 | O=C(COc1ccc(Br)cc1)Nc1cc(S(=O)(=O)N2CCCCC2)ccc1N1CCCCC1 | x | 4% | -18 | x
57 | Cc1ccc(Oc2nn[nH]n2)cc1 | -1 | 3% | 65 | x
58 | COc1cc(C(=O)NCc2cn3cccc(C)c3n2)cc(OC)c1OC | -2 | 1% | 31 | 1%
59 | Nc1cc(OC(=O)c2cccs2)nn1S(=O)(=O)c1ccccc1 | 4 | -7% | -10 | 1%
60 | NC(=O)CC1SC(N)=NC1=O (stereo not given) | 1 | 1% | 1 | -2%
61 | O=C(CN1C(=O)NC2(CCSC2)C1=O)N1CCN(c2ccc(F)cc2)CC1 (stereo not given) | -2 | -6% | -21 | -12%
62 | O=S(=O)(Cc1ccccc1)Nc1ccc(S(=O)(=O)NCC2CCCO2)cc1 (stereo not given) | 2 | 6% | 21 | -7%
63 | COc1ccc(NC(=O)CSc2nc3c(c(=O)n2-c2ccccc2OC)SCC3)cc1 | -3 | -14% | -24 | -8%
64 | Cc1ccc(N2C(=O)c3ccccc3C2Nc2ccc(S(=O)(=O)N3CCOCC3)cc2)nc1 (stereo not given) | -5 | -1% | 1 | -1%
65 | COc1cccc(C(=O)Nc2ccc(N3CCN(S(C)(=O)=O)CC3)cc2)c1 | 3 | 9% | 21 | -4%
66 | CCOC(=O)CCNC(=O)Nc1ccc2nc(C)n(Cc3cccc(Cl)c3)c(=O)c2c1 | -8 | -4% | 27 | -1%
67 | CCn1c(=O)c(C(=O)CN2CCN(S(=O)(=O)c3cc(C)ccc3C)CC2)c(N)n(Cc2ccccc2)c1=O | x | -1% | 54 | x
68 | COc1ccccc1C(=O)Nc1cc2ccccc2oc1=O | -16 | 3% | -19 | -3%
69 | CC1CCc2c(nc3ncnn3c2N2CCN(c3ccccc3)CC2)C1 (stereo not given) | u | -2% | -5 | 2%
70 | CC(C)CN1C(=O)C(=O)N(CC(=O)NCc2ccc3c(c2)OCO3)C1=O | 6 | 2% | -3 | -2%
71 | O=C(N/C(=C\c1ccc2c(c1)OCO2)C(=O)N1CCOCC1)c1cccs1 | 3 | 0% | -11 | 2%
72 | COc1ccc2[nH]c(C)c(CCN(Cc3cccs3)C(=S)Nc3ccccc3)c2c1 | 10 | -24% | -9 | -14%
73 | O=C(Nc1ccccc1)N1CC2(CCN(C(=O)c3cnccn3)CC2)C1 | x | 0% | x | -2%
74 | CC1CC(C)CN(C(=O)c2ccccc2Nc2ccc(SC(F)F)cc2)C1 (stereo not given) | 8 | -8% | 48 | -10%
75 | Cc1ccc(C2CC(c3ccccc3)n3ncnc3N2)cc1 (stereo not given) | 0 | 0% | -23 | 2%

Quoted from the listing.
PNC assembly inh with no. 70 : -3
IMPase inh with no. 66 : -8
ALOX12 inhib with no. 69 : -2%
ALOX15B inhib with no. 52 : 2%
ALOX12 inhib with no. 60 : 1%

(list continues)
nr | Structure | IMPase inh | ALOX12 inhib | PNC assembly inh | ALOX15B inhib
76 | CC(C)CNC(=O)COc1ncnc2ccccc12 | 2 | -3% | -26 | -1%
77 | Cc1ccc2c(c1)c1c(n2CC(O)Cn2ccnc2C)C(=O)CCC1 (stereo not given) | 8 | 5% | -22 | x
78 | CC1CCc2c(sc(NC(=O)Cn3nc(C(F)(F)F)c4c3CCCCC4)c2C#N)C1 (stereo not given) | 6 | -1% | 32 | -6%
79 | COc1cc(OC)cc(-c2cc3nc(C)cc(N4CCN(C(=O)c5ccco5)CC4)n3n2)c1 | -6 | 3% | -17 | -2%
80 | Cc1n[nH]c(=S)n1/N=C/c1ccc(Br)o1 | 0 | -1% | -19 | 0%
81 | CC(C)c1ccc(OCC(=O)Nc2cccc3c2CCCC3)cc1 | 3 | -17% | -17 | 7%
82 | CC(=O)c1c(C(C)=O)c(C)n(-c2cccc([N+](=O)[O-])c2)c1C | x | 0% | -3 | x
83 | Cc1ccc(OCCn2cc(/C=C(\C#N)C(=O)NCC3CCCO3)c3ccccc32)cc1C (stereo not given) | x | -4% | 4 | x
84 | CCOC(=O)Cc1csc(NC(=O)c2c(O)c3ccccc3n(C)c2=O)n1 | 6 | -9% | 15 | 4%
85 | CCOC(=O)CN(C(=O)CSc1nnc(CNc2ccc(F)cc2)n1CC)c1ccc(F)cc1 | 1 | -9% | -9 | 0%
